Bioassay records (PubChem)
TAAR1 agonist: human TAAR1 agonism; Q96RJ0; CHO RD-HGA16 TAAR1, Fluo-8 calcium fluorescence; vehicle wells 0%, saturating PEA agonist 100%; activation, % at 3 µM; 360,000 compounds, 0.99% hits;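 active means activation above the mean activation of all test compounds in the run plus 3 SD, cut at about 38% in these data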
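Benchmarks: low control DMSO, high control PEA (EC100); System: CHO RD-HGA16 cells carrying human TAAR1 plus Gα16; Detection: Fluo-8 fluorescence, 5 s baseline then 140 s kinetic read; Schedule: 17-24 h plating, Fluo-8 75 min 37 °C, 30 min RT; Read-out basis: % activation from peak over basal fluorescence ratio, DMSO-to-PEA scaled.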
M5 PAM: potentiates acetylcholine response at human M5 receptor; activation, % at 3 µM; 360,000 compounds, 0.3% hits; CHO-K1 hM5, Fluo-8 calcium, ACh EC20 PAM; 0% = ACh EC20, 100% = ACh EC100; AID 624038; P08912;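 active means activation above the run cutoff, the mean activation of all test compounds plus 3 SD, cut at about 18% in these data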
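system = human M5 receptor in CHO-K1 cells | compound = one concentration, 3 µM final (nominal) | schedule = Post-acetylcholine fluorescence recording 140 s | signal = Fluo-8 calcium dye fluorescence, kinetic read | benchmarks = low control EC20 acetylcholine (0%), high control EC100 acetylcholine (100%) | repeats = singlicate, one well per test compound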
M5 ag: CHRM5 agonism in calcium assay | CHO-K1 hM5 cells, Fluo-8 calcium fluorescence; 0% DMSO wells, 100% maximal acetylcholine response | activation, % at 3 µM | 360,000 compounds, 0.19% hits | AID 624037;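 active means activation above the run's mean over test compounds plus 3 SD, cut at about 23% in these data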;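 further: signal is peak over basal fluorescence ratio across the kinetic read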
M4 antag: CHRM4 antagonism in calcium assay; P08173; CHO-hM4 cells, ACh EC80, Fluo-8 calcium fluorescence; inhibition, % at 3 µM; 360,000 compounds, 0.73% hits; AID 624125;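 active means inhibition above its plate's cutoff, the mean inhibition of sample wells plus 3 SD, cut at about 27% in these data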;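 further: 0% = acetylcholine EC80 with DMSO and 100% = DMSO without agonist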
Target sequence (P08173 whole entry, looked up): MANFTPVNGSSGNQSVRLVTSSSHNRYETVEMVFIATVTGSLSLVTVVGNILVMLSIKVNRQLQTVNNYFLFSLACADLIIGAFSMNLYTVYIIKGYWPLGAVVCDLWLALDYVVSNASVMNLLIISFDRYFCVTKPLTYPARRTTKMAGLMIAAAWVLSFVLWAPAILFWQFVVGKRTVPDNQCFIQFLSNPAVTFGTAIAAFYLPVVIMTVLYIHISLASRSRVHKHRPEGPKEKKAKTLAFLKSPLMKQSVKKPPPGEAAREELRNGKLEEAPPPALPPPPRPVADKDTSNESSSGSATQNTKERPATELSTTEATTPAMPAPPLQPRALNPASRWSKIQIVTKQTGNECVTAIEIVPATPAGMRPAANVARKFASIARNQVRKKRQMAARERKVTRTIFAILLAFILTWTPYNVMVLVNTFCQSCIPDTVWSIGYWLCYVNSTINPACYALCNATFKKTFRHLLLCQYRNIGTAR
CHRM5 antagonist: blocks acetylcholine activation of human M5 receptor; P08912; CHO-hM5 cells, Fluo-8 calcium fluorescence, ACh EC80; inhibition, % at 3 µM; 360,000 compounds, 0.59% hits;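 active means inhibition above a per-plate cutoff, the mean of that plate's test compounds plus 3 SD, cut at about 27% in these data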;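 further: 0% = acetylcholine EC80 with DMSO and 100% = DMSO without agonist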
M1 antag: blocks human M1 muscarinic receptor; P11229; CHO-K1 hM1, Fluo-8 calcium fluorescence, ACh EC80 antagonist; inhibition, % at 3 µM; 360,000 compounds, 1.3% hits; AID 588852;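 active means percent inhibition above its own plate's cutoff, namely the mean of that plate's compound wells plus 3 SD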;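 further: peak over basal fluorescence ratio during 140 s after agonist addition; 0% = ACh EC80 plus DMSO and 100% = DMSO alone without agonist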
Target sequence (P11229 whole entry, looked up): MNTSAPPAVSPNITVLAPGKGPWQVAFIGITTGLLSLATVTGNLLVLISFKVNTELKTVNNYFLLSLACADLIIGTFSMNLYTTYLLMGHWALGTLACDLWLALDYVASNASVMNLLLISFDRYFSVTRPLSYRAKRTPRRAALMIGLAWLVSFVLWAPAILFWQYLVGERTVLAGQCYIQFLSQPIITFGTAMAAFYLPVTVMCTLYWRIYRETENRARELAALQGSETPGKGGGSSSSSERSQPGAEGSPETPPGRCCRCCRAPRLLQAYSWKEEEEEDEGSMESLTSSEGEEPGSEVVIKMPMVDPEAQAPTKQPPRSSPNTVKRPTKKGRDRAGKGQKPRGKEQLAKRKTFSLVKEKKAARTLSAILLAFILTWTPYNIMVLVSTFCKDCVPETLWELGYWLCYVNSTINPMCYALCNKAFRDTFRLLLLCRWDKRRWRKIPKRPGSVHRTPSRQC
M1 ag: activates human CHRM1 receptor; P11229; CHO-K1 hM1, Fluo-8 calcium fluorescence, agonist mode; 0% DMSO, 100% acetylcholine EC100; activation, % at 3 µM; 360,000 compounds, 0.33% hits;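 active means activation above the run's mean compound activation plus 3 SD, cut at about 16% in these data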;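 further: peak over basal fluorescence ratio within a 140 s kinetic read after compound addition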
CHRM4 agonist: agonists of human muscarinic M4 receptor (CHRM4) | P08173 | CHO-K1 hM4/Gqi5, Fluo-8 calcium fluorescence; vehicle 0%, full acetylcholine response 100% | activation, % at 3 µM | 360,000 compounds, 0.14% hits;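 active means activation above the run mean over all test wells plus 3 SD, cut at about 32% in these data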;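 further: peak over basal fluorescence ratio per well then scaled between controls; 0% = DMSO wells and 100% = acetylcholine at EC100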
M1 PAM: human CHRM1 positive allosteric modulation | AID 588819 | P11229 | CHO-K1 hM1, Fluo-8 calcium fluorescence, ACh EC20; 0% = ACh EC20, 100% = maximal ACh | 360,000 compounds, 0.088% hits | activation, % at 3 µM; in the data active means activation above about 19%, passing the limit was not always enough
* = called active by the depositor; · = no result given.

SMILES	TAAR1 agonist	M5 PAM	M5 ag	M4 antag	CHRM5 antagonist	M1 antag	M1 ag	CHRM4 agonist	M1 PAM
Cc1ccc(NC(=O)CSc2ccc3c(c2)OCCO3)c(O)c1	0	-7	-2	15	19	-9	-3	5	6
N#CCc1ccc(Oc2ncccn2)cc1	-2	-1	-2	5	2	-1	-3	0	6
COc1ccc(C2CC(=O)C(C=NCCN3CCOCC3)=C(O)C2)cc1 (stereo unspecified)	4	4	3	6	0	-11	-3	0	9
O=C(NCCN1CCOCC1)c1cccc(S(=O)(=O)N2CCCC2)c1	3	4	-8	-3	-5	-8	-6	0	6
Cn1nc(C(C)(C)C)cc1C(=O)Nc1nc2c(s1)C(=O)CC(C)(C)C2	27	-7	2	0	4	-7	1	9	-1
Cc1cccc(N2C(=O)C3CC3C2=O)c1 (stereo unspecified)	8	8	0	-4	-11	-6	-4	1	4
COc1ccc(CNC(=O)C(CCSC)NS(=O)(=O)c2ccccc2F)cc1 (stereo unspecified)	2	-4	-1	0	4	-9	-2	4	7
Clc1ccc(N2CCOCC2)nn1	4	1	4	-1	10	-12	1	2	12
COc1ccc(C2=C(c3ccccc3)OC(OC)c3cc(F)ccc32)cn1 (stereo unspecified)	-1	0	-3	-7	2	·	·	-2	·
O=C(O)c1cc(N/C(=N\S(=O)(=O)c2ccc(F)cc2)c2ccccc2)ccc1O	2	0	-1	-4	-1	-6	-1	0	6
COc1ccc(C2C(C(=O)N3CCCCC3)CCC(=O)N2c2cc(OC)c(OC)c(OC)c2)cc1 (stereo unspecified)	·	-2	0	1	-3	-7	-1	0	5
O=C1NC[C@H](Cc2ccccc2)N(C[C@@H]2CCCN2C[C@H](Cc2ccccc2)N2C[C@H](Cc3ccc(O)cc3)N(CCc3ccccc3)C(=O)C2=O)C1=O	0	-9	-1	-1	0	·	·	0	·
Cc1cc(NC(=O)NCc2ccccc2)c(=O)n(Cc2ccccc2F)c1	-3	0	0	11	0	-19	-2	0	13
Cc1ccc(S(=O)(=O)NC(=O)C2(C)CCN2C(=O)c2ccccc2)cc1 (stereo unspecified)	6	-1	0	-1	0	-9	-2	0	2
CCCCn1c(N)c(C(=S)NC(=O)CC(C)C)c(=O)n(C)c1=O	·	-1	-1	2	-2	-6	-1	0	10
O=C(O)C1C2C=CC(C2)C1C(=O)OCC1CCCO1 (stereo unspecified)	3	-2	3	20	-1	-1	-2	0	-3
COc1ccc(-c2cc(C(=O)N3CCN(c4ccccc4F)CC3)c3ccccc3n2)c(OC)c1	7	-10	-3	20	36*	29*	0	18	-9
COc1ccc(OC)c(NC(=O)CN(c2ccc(C)cc2)S(=O)(=O)c2c(C)noc2C)c1	0	-6	-8	-1	3	-16	-5	1	1
O=C(NCCCN1CCN(c2ccccc2F)CC1)C1CCC(=O)N1C1CCCCC1 (stereo unspecified)	7	-2	-8	-14	-2	-2	-12	0	4
CC(Sc1n[nH]c(-c2cccs2)n1)C(=O)N1CCCC1 (stereo unspecified)	3	7	2	-6	7	-9	-3	1	5
COc1ccc(CNC(=O)Cc2c(C(=O)O)[nH]c3ccccc23)cc1	3	1	1	-12	-2	-26	-2	0	9
CSc1nc2c(cc1C#N)CCC2	0	-4	-5	-6	8	-14	-4	0	16
CC(=O)N1CCC(=NNS(=O)(=O)c2cccc([N+](=O)[O-])c2)CC1	4	-4	-1	-11	3	-9	-1	0	8
COC(=O)c1ccc(NC(=O)COc2ccc([N+](=O)[O-])cc2)cc1	2	5	0	-1	-7	-5	-2	0	8
O=C(OCC#CCSc1nnc(-c2cccc3ccccc23)o1)c1ccco1	3	-5	-2	2	8	-3	-4	-1	-6
Cc1cc(=O)oc2cc(NC(=O)c3c(Cl)cnn3C)ccc12	5	6	5	-17	-22	-3	-2	1	3
COC(=O)/C=C1\SC(=NC(=O)c2ccc(C)cc2)NC1=O	0	-3	-2	-6	7	-6	-4	0	7
Cc1ccc2c(C)nc(N/C(N)=N/S(=O)(=O)c3ccc([N+](=O)[O-])cc3)nc2c1	-3	0	-1	-1	3	-4	-8	0	2
CC(=O)NC(=S)Nc1ccc(S(=O)(=O)N(C)Cc2ccccc2)cc1	17	-14	2	2	14	15	-7	16	-19
C(=C\c1ccccc1)/CSc1nnc(-c2cccnc2)o1	16	-4	-1	-5	5	-11	-5	1	2
COc1ccc(OC)c(NC(=S)N2CCC(C(O)(c3ccccc3)c3ccccc3)CC2)c1	2	-1	-5	8	-1	-9	-8	1	4
COc1cc(Br)cc2cc(C(=O)NCC3CCCO3)c(=O)oc12 (stereo unspecified)	0	-2	1	5	3	1	-2	0	0
CCCc1nc2nc(C)c(NS(=O)(=O)c3ccc(C4CCCCC4)cc3)c(=O)n2[nH]1	2	0	0	-3	12	-5	-6	2	4
Cc1nc2ccc(S(=O)(=O)N(C)CC(=O)NCc3ccc(N(C)C)cc3)cc2s1	-1	-8	-1	-2	7	8	-5	4	-7
CCOc1ncccc1C(=O)OCC(=O)c1c(N)n(C)c(=O)n(C)c1=O	4	2	-1	4	-1	-31	2	1	7
O=C(Nc1ccccc1)Nc1nnc(/C=C/c2ccccc2Cl)s1	2	-1	-1	-2	2	-5	-3	1	2
CCc1c(O)c(-c2ccccc2)c(=O)n(-c2ccccn2)c1-c1ccccc1	3	3	0	-1	5	2	-2	1	6
CCOC(=O)C1=C(COC(=O)c2cccc(N(C)C)c2)NC(=O)NC1C (stereo unspecified)	5	-6	0	5	11	-23	0	3	13
CC(C)(C)C(=O)NCc1ccc(C(=O)CN2C(=O)NC3(CCCC3)C2=O)s1	1	6	-5	2	5	-6	-4	0	6
O=C(CC[C@H]1O[C@@H](n2ccc(=O)[nH]c2=O)[C@H](O)[C@@H]1O)NCc1ccco1	1	-3	1	-10	7	-20	0	0	-6
O=C(/C=C/c1ccco1)N1CCCC(c2ccccc2)C1 (stereo unspecified)	49*	16	1	-11	-17	-5	-3	0	10
CCc1ccccc1NC(=O)CN(C)C(=O)COC(=O)c1cccnc1Cl	-2	-1	0	7	8	-5	-1	1	4
CC1(c2ccccc2)NC(=O)N(CC(=O)N2CCN(S(=O)(=O)c3c(F)cccc3F)CC2)C1=O (stereo unspecified)	12	-8	0	9	7	15	-2	1	-10
CCOCCCNC(=O)CN1C(=O)/C(=C/c2ccccc2C)Sc2ccccc21	2	-3	0	-18	-4	0	-1	4	-4
CCO[C@H]1OC(C(=O)N2CCOCC2)=C[C@@H](C)[C@@H]1CCCO	1	9	4	-4	3	-12	4	1	18
Cn1c(=O)c2c(nc(CN3CCN(C(=O)c4ccco4)CC3)n2CC(=O)C(C)(C)C)n(C)c1=O	1	3	-3	1	12	-17	-3	0	17
CCc1cc2cc(C(=O)N3CCN(Cc4ccccc4)CC3)sc2s1	1	-10	-2	18	3	-15	-4	-3	5
CCCC(=O)OCCNc1cc(SCCC(=O)OC)c2nonc2c1[N+](=O)[O-]	0	-2	-3	3	0	-9	-12	3	7
CC(=O)Oc1ccc2c(=O)c(N3C(=O)c4ccccc4C3=O)c(C)oc2c1C	5	4	-2	-6	-17	-6	-3	2	-2
COc1cc(CN2CCN(C(O)(c3ccccc3)c3ccccc3)CC2)cc(OC)c1OC	2	-30	-21	9	-5	62*	-9	4	-28
COc1ccc(CCN2CC(C(=O)NCCc3cnn(C)c3)CCC2=O)cc1 (stereo unspecified)	1	1	-4	-7	4	-5	1	1	13
Cc1cc2occ(CC(=O)O)c2cc1C	1	-1	-3	0	-2	-13	-3	1	9
COC(=O)c1cc(-c2ccc(F)cc2)n(-c2ccccc2)n1	4	-2	-6	-10	2	4	-3	0	0
CC(=O)NC(CC(=O)Nc1nc(-c2ccc(N(C)S(C)(=O)=O)cc2)cs1)c1ccccc1 (stereo unspecified)	1	-4	-3	-21	15	-7	0	12	1
O=C(NCCc1c[nH]c2ccccc12)C(=O)NCC(c1ccco1)N1CCN(c2ccc(F)cc2)CC1 (stereo unspecified)	6	-1	-2	-3	4	0	-4	2	3
Cc1cccc(OC2(c3ccccc3)OC(=O)c3ccccc32)c1C (stereo unspecified)	9	-14	-3	-2	12	36*	-10	0	-19
O=C(COc1ccccc1F)Nc1ccc(S(=O)(=O)N2CCCC2)cc1	2	-4	3	-19	-3	-8	-5	11	-1
Cc1nnc(NC(=O)c2c(-c3ccccc3Cl)noc2C)s1	1	0	-1	-1	4	9	-13	-1	4
COc1ccc(S(=O)(=O)N2CCOC2CNC(=O)C(=O)NCc2ccncc2)cc1C (stereo unspecified)	0	-1	-2	0	3	-10	-2	1	2
Cc1nnc(CN(C)C(=O)CC2C(=O)NCCN2Cc2ccccc2C)o1 (stereo unspecified)	1	6	10	-1	6	-5	-1	0	4
Later entries.
SMILES	TAAR1 agonist	M5 PAM	M5 ag	M4 antag	CHRM5 antagonist	M1 antag	M1 ag	CHRM4 agonist	M1 PAM
N#Cc1cccc(S(=O)(=O)Nc2c(NC3CCCCC3)c3ccccc3oc2=O)c1	·	-5	-3	2	10	-8	-7	6	6
COc1ccc(NC(=S)NCCc2ccc(Cl)cc2)c(OC)c1	4	-4	-14	2	3	3	-6	0	-1
CN(c1ccc(C(=O)N2CCN(Cc3ccccc3)CC2)cc1)S(=O)(=O)c1ccccc1	0	-8	-6	5	16	-6	-9	3	1
O=C(COc1cc(=O)n2c(n1)SCCC2)c1ccccc1	3	4	2	1	-4	-19	-2	1	4
O=S(=O)(c1ccccc1)c1nc(Cc2ccccc2)oc1N1CCOCC1	2	4	-2	-6	-4	-5	0	0	5
C[C@H](CO)N1C[C@H](C)[C@@H](CN(C)S(=O)(=O)c2ccccc2)Oc2ccc(NC(=O)CCC(F)(F)F)cc2C1=O	1	2	-5	10	7	77*	-11	1	-31

Some of the entries above, set out differently:
compound: O=C(COc1cc(=O)n2c(n1)SCCC2)c1ccccc1
  TAAR1 agonist: 3
  M5 PAM: 4
  M5 ag: 2
  M4 antag: 1
  CHRM5 antagonist: -4
  M1 antag: -19
  M1 ag: -2
  CHRM4 agonist: 1
  M1 PAM: 4
compound: O=S(=O)(c1ccccc1)c1nc(Cc2ccccc2)oc1N1CCOCC1
  TAAR1 agonist: 2
  M5 PAM: 4
  M5 ag: -2
  M4 antag: -6
  CHRM5 antagonist: -4
  M1 antag: -5
  M1 ag: 0
  CHRM4 agonist: 0
  M1 PAM: 5
compound: C[C@H](CO)N1C[C@H](C)[C@@H](CN(C)S(=O)(=O)c2ccccc2)Oc2ccc(NC(=O)CCC(F)(F)F)cc2C1=O
  TAAR1 agonist: 1
  M5 PAM: 2
  M5 ag: -5
  M4 antag: 10
  CHRM5 antagonist: 7
  M1 antag: 77*
  M1 ag: -11
  CHRM4 agonist: 1
  M1 PAM: -31
compound: N#Cc1cccc(S(=O)(=O)Nc2c(NC3CCCCC3)c3ccccc3oc2=O)c1
  TAAR1 agonist: ·
  M5 PAM: -5
  M5 ag: -3
  M4 antag: 2
  CHRM5 antagonist: 10
  M1 antag: -8
  M1 ag: -7
  CHRM4 agonist: 6
  M1 PAM: 6

Individual results from above:
In CHRM5 antagonist, `O=C(COc1cc(=O)n2c(n1)SCCC2)c1ccccc1` has -4
In M1 PAM, `O=C(NCCc1c[nH]c2ccccc12)C(=O)NCC(c1ccco1)N1CCN(c2ccc(F)cc2)CC1` (stereo unspecified) has 3

Some of the compounds tested; rates above refer to the full screens.
